TcdB GH inh: TcdB glycohydrolase inhibition | P18177 | TcdB glycohydrolase enzymatic assay, plate reader | inhibition, % at 9.99 µM | hit rate 0.24% among 350,000 | AID 652162; in the data active = inhibition above about 10%
Target sequence (P18177 whole entry, looked up): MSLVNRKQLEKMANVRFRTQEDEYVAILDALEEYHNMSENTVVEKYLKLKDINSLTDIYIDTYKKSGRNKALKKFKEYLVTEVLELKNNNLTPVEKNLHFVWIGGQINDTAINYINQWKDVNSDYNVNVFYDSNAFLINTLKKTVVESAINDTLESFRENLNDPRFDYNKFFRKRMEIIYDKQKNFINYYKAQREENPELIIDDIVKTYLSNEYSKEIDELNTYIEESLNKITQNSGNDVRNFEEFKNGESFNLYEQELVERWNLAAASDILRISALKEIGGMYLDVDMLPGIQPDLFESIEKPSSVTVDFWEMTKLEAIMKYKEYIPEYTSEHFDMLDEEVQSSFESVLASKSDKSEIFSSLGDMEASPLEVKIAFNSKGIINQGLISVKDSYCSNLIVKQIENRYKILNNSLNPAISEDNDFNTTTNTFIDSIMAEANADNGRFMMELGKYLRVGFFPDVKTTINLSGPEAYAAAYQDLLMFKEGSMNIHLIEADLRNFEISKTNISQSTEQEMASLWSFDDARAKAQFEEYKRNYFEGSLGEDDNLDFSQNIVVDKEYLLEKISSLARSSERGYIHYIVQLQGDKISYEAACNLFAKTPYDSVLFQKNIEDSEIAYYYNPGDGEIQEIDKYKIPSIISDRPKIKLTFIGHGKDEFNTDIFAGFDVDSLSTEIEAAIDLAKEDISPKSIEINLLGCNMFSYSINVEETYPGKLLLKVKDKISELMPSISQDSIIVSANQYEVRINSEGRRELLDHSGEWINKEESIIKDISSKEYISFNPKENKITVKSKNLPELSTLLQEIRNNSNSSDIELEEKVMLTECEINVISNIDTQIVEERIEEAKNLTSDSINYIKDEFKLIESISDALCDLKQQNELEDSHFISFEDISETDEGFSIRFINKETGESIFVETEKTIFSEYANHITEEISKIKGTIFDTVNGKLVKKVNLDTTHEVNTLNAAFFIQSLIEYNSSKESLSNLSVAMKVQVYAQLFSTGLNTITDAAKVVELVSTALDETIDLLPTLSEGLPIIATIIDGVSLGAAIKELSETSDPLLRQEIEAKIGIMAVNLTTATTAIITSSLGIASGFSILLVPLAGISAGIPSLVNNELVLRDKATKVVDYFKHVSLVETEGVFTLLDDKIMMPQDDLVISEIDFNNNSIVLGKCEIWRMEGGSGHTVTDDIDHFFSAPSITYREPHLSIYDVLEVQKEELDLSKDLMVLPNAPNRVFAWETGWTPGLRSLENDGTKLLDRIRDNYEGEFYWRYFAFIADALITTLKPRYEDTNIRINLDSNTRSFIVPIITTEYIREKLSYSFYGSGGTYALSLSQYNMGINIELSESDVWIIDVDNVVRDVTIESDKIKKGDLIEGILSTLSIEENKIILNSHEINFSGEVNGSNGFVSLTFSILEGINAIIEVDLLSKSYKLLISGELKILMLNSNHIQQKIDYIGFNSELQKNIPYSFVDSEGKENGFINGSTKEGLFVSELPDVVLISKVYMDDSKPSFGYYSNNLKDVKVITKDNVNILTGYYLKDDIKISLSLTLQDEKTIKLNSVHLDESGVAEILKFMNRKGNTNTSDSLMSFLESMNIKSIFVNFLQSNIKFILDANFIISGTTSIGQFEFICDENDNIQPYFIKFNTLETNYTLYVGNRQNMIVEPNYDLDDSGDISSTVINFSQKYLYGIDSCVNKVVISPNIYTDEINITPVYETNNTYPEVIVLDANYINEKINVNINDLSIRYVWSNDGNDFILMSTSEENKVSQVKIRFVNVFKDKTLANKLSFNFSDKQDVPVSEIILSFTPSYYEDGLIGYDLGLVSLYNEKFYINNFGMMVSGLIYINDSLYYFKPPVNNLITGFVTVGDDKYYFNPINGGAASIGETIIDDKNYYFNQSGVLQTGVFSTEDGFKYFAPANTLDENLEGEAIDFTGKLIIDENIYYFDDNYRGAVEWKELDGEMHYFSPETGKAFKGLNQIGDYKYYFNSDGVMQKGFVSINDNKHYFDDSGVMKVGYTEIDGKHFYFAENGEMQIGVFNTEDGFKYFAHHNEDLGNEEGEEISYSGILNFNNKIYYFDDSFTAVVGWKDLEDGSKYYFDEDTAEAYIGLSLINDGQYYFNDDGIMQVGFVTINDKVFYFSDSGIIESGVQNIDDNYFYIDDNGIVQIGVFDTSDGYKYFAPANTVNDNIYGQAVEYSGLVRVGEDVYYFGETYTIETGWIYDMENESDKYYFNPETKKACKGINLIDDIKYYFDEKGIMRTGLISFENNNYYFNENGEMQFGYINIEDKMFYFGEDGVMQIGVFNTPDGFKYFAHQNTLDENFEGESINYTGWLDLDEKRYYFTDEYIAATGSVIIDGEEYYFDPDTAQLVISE
* marks the source's active call; other numbers are inactive results.

SMILES	TcdB GH inh
C[C@@H]1CN([C@@H](C)CO)C(=O)c2cccc(NC(=O)Nc3ccc(F)cc3)c2O[C@@H]1CN(C)C(=O)Nc1ccc(C(F)(F)F)cc1	-0.2
CO[C@@H]1CN(C)C(=O)c2cc(NC(=O)C3CCC3)ccc2OC[C@@H](C)N(CC2CCCCC2)C[C@H]1C	-0.2
CCC(=O)N(C)C[C@@H]1Oc2cc(-c3ccccc3C)ccc2S(=O)(=O)N([C@@H](C)CO)C[C@H]1C	1.0
C[C@@H](NC(=O)[C@H]1[C@H](CO)[C@H]2Cn3c(ccc(-c4cccnc4)c3=O)[C@H]2N1C)c1ccccc1	0.2
C[C@@H]1CN([C@H](C)CO)C(=O)Cc2cc(NC(=O)CCC(F)(F)F)ccc2O[C@@H]1CN(C)S(=O)(=O)c1cccs1	2.5
COc1cccc(C(=O)Nc2ccc3c(c2)C(=O)N(C)[C@H]2CC[C@@H](CC(=O)NCC4CC4)O[C@H]2CO3)c1	0.5
CCCc1cn(CC[C@@H]2CC[C@@H](NC(=O)C3CCOCC3)[C@H](CO)O2)nn1	-3.0
O=C(c1ccncc1)N1CC(=O)N2[C@H](CO)[C@@H](c3ccc(/C=C/c4ccccc4)cc3)[C@@H]2C1	0.6
Cc1cc(C(=O)Nc2cccc3c2O[C@@H](CN(C)S(=O)(=O)c2cn(C)cn2)[C@@H](C)CN([C@@H](C)CO)C3=O)n(C)n1	-1.0
COc1ccc(NC(=O)Nc2ccc3c(c2)C(=O)N([C@@H](C)CO)C[C@H](C)[C@@H](CN(C)CC2CC2)OCCCC[C@H](C)O3)cc1	0.5
O=C(C[C@@H]1C=C[C@H](NS(=O)(=O)c2ccc(F)cc2)[C@H](CO)O1)N1CCN(c2ccccc2)CC1	-0.1
C[C@@H]1CN([C@H](C)CO)C(=O)c2cc(C3=CCCC3)cnc2O[C@H]1CN(C)Cc1ccccn1	-1.6
CCc1cnc(N2[C@H](C#N)[C@H](c3ccc(C4=CCCC4)cc3)[C@@H]2CO)s1	-3.0
O=C(Cc1ccncc1)NCC[C@@H]1CC[C@@H](NC(=O)C2CCOCC2)[C@@H](CO)O1	0.5
CC(C)NC(=O)Nc1ccc2c(c1)C(=O)N([C@H](C)CO)C[C@H](C)[C@H](CN(C)C(=O)c1ccccc1)OCCCC[C@H](C)O2	0.0
O=C(C[C@H]1CC[C@@H]2[C@H](COC[C@@H](O)CN2Cc2cc(F)ccc2F)O1)N[C@H]1CCN(Cc2ccccc2)C1	1.1
C[C@H](CO)N1C[C@H](C)[C@H](CN(C)C(=O)Nc2ccc3c(c2)OCO3)Oc2ccc(NC(=O)C3CCCCC3)cc2CC1=O	0.0
C[C@H]1CN([C@@H](C)CO)C(=O)c2cccc(NC(=O)c3nc4ccccc4s3)c2O[C@H]1CN(C)C(=O)Nc1cccc2ccccc12	-0.8
CCC(=O)Nc1ccc2c(c1)C(=O)N(C)[C@@H]1CC[C@H](CC(=O)O)O[C@H]1CO2	-2.0
CO[C@H]1CN(C)C(=O)c2ccc(NC(=O)c3ccc(F)cc3)cc2OC[C@H](C)N(C)C[C@@H]1C	-0.2
COc1ccc(S(=O)(=O)Nc2ccc3c(c2)C(=O)N([C@@H](C)CO)C[C@H](C)[C@@H](CN(C)C)O3)cc1	0.2
COc1ccccc1NC(=O)N[C@H]1CC[C@@H](CCNS(=O)(=O)c2ccccc2)O[C@H]1CO	-1.1
CO[C@H](CN(C)C(=O)C1CC1)[C@H](C)CN(C(=O)Nc1ccc(C(F)(F)F)cc1)[C@@H](C)CO	-2.3
CCCC#Cc1ccc2c(c1)O[C@@H](CN(C)C(=O)CC1CC1)[C@@H](C)CN([C@@H](C)CO)S2(=O)=O	0.2
C[C@@H]1CN([C@H](C)CO)C(=O)c2cc(NC(=O)C3CCCCC3)ccc2O[C@@H](C)CCCCO[C@H]1CN(C)Cc1ccc(Cl)c(Cl)c1	0.6

3 entries out of the list, arranged by count of non-hydrogen atoms, rising:
SMILES	TcdB GH inh
CO[C@H](CN(C)C(=O)C1CC1)[C@H](C)CN(C(=O)Nc1ccc(C(F)(F)F)cc1)[C@@H](C)CO	-2.3
O=C(c1ccncc1)N1CC(=O)N2[C@H](CO)[C@@H](c3ccc(/C=C/c4ccccc4)cc3)[C@@H]2C1	0.6
Cc1cc(C(=O)Nc2cccc3c2O[C@@H](CN(C)S(=O)(=O)c2cn(C)cn2)[C@@H](C)CN([C@@H](C)CO)C3=O)n(C)n1	-1.0

Continued.
SMILES	TcdB GH inh
COC(=O)[C@@H]1[C@@H](CO)[C@@H]2Cn3c(ccc(/C=C/c4ccccc4)c3=O)[C@H]1N2CC1CCCC1	0.6
C[C@@H]1CN([C@@H](C)CO)C(=O)c2cc(/C=C/c3ccccc3)cnc2O[C@@H]1CN(C)Cc1cccnc1	1.1
COCC(=O)N1CC2(C1)[C@H](c1ccc(-c3ccccc3)cc1)[C@H](CO)N2C(C)=O	3.0
CCCC(=O)N1CC2(CCN(Cc3nccs3)CC2)c2c([nH]c3cc(OC)ccc23)[C@@H]1CO	0.9
C[C@H]1CN([C@@H](C)CO)C(=O)c2cccc(NC(=O)Nc3ccc(F)cc3)c2O[C@@H]1CN(C)Cc1ccc(C(F)(F)F)cc1	-0.2
COc1cccc(CNC(=O)C[C@@H]2C=C[C@@H](NS(=O)(=O)c3ccccc3OC)[C@@H](CO)O2)c1	-0.2
CCCN(C)C[C@@H]1OCCCC[C@@H](C)Oc2ccc(NS(=O)(=O)c3cn(C)cn3)cc2C(=O)N([C@H](C)CO)C[C@@H]1C	-23
Cc1ccc(S(=O)(=O)Nc2ccc3c(c2)C(=O)N([C@H](C)CO)C[C@H](C)[C@H](CN(C)S(=O)(=O)c2ccc(C)cc2)OCCCC[C@H](C)O3)cc1	0.4
CCCN(C)C[C@@H]1Oc2cc(C#C[C@@H](C)O)ccc2S(=O)(=O)N([C@@H](C)CO)C[C@@H]1C	-1.0
CCC(=O)N(C)C[C@@H]1Oc2cc(C3=CCCC3)ccc2S(=O)(=O)N([C@@H](C)CO)C[C@@H]1C	-2.4
CCCNC(=O)N[C@H]1CC[C@H](CCNS(=O)(=O)c2cccc(F)c2)O[C@@H]1CO	0.7
C[C@H](O)C#Cc1ccc2c(c1)O[C@@H](CN(C)C(=O)C1CCCCC1)[C@@H](C)CN([C@@H](C)CO)S2(=O)=O	0.2
COc1ccc(S(=O)(=O)Nc2ccc3c(c2)C(=O)N([C@@H](C)CO)C[C@@H](C)[C@@H](CN(C)CC2CC2)OCCCC[C@@H](C)O3)cc1	-0.4
C[C@@H]1CN([C@@H](C)CO)C(=O)c2cc(NS(=O)(=O)c3ccc(Cl)cc3)ccc2O[C@H]1CN(C)S(=O)(=O)c1ccc(F)cc1	-0.3
Cc1ccccc1-c1ccc([C@H]2[C@H]3CN(C(=O)Cc4ccccn4)CCCCN3[C@H]2CO)cc1	-2.9
C[C@@H]1CCCCO[C@@H](CN(C)C(=O)Nc2ccc(F)cc2)[C@@H](C)CN([C@@H](C)CO)C(=O)c2cc(NC(=O)Nc3ccc(F)cc3)ccc2O1	1.6
CO[C@H]1CN(C)C(=O)c2cc(NC(=O)C3CCOCC3)ccc2OC[C@H](C)N(CC2CC2)C[C@H]1C	-0.1
C[C@@H](C(=O)N(C)C[C@@H]1OCc2ccccc2-c2ccccc2C(=O)N([C@@H](C)CO)C[C@@H]1C)c1ccccc1	0.8
C[C@@H]1CN([C@H](C)CO)C(=O)Cc2cc(NC(=O)C3CCCCC3)ccc2O[C@@H]1CN(C)C(=O)NC1CCCCC1	-0.5
CN(C)CC(=O)Nc1ccc2c(c1)[C@@H]1C[C@@H](CC(=O)NCc3cc(F)ccc3F)O[C@@H](CO)[C@@H]1O2	-0.3
C[C@H]1CN([C@@H](C)CO)C(=O)c2cccc(NS(=O)(=O)c3ccc(Cl)cc3)c2O[C@@H]1CN(C)S(=O)(=O)c1ccccc1	-2.2
C[C@@H]1CN([C@@H](C)CO)C(=O)Cc2cc(NC(=O)Nc3ccccc3)ccc2O[C@@H]1CN(C)S(C)(=O)=O	0.1
O=C(C[C@@H]1C=C[C@@H](NC(=O)C2CCC2)[C@@H](CO)O1)NCc1ccccc1Cl	-4.2
CC(C)C#Cc1ccc2c(c1)O[C@H](CN(C)S(=O)(=O)c1cn(C)cn1)[C@@H](C)CN([C@@H](C)CO)S2(=O)=O	0.5
O=C(CCN1CCCCC1)N[C@H]1CC[C@H](CCNS(=O)(=O)c2ccc(F)cc2)O[C@H]1CO	0.1
(further entries)
SMILES	TcdB GH inh
COc1ccc(NC(=O)N2CCCCN3[C@H](C2)[C@@H](c2ccc(-c4ccccc4F)cc2)[C@@H]3CO)cc1	0.4
COc1ccc(S(=O)(=O)Nc2ccc3c(c2)C(=O)N([C@@H](C)CO)C[C@@H](C)[C@H](CN(C)C)O3)cc1	-0.2
COc1ccc2c3c([nH]c2c1)[C@H](CO)N(C(=O)C1CC1)CC31CCN(Cc2cccc(F)c2)CC1	1.8
C/C=C/c1ccc2c(c1)O[C@H](CN(C)C(=O)C1CCOCC1)[C@H](C)CN([C@H](C)CO)S2(=O)=O	0.7
N#C[C@H]1N[C@H](CO)[C@@H]1c1ccc(-c2cccc(F)c2)cc1	-0.6
O=C(NC[C@@H]1CC[C@@H]2[C@@H](CN2S(=O)(=O)c2ccccc2[N+](=O)[O-])O1)C1CCOCC1	-5.3
CC(=O)N1CC(=O)N2[C@H](CO)[C@H](c3ccc(-c4ccncc4)cc3)[C@@H]2C1	1.0
Cc1ccc(S(=O)(=O)N2CC[C@@H]3[C@H]2c2cc(-c4cccc(C(=O)N(C)C)c4)ccc2N[C@@H]3CO)cc1	0.5
CO[C@H]1CN(C)C(=O)c2cc(NC(=O)Nc3ccccc3)ccc2OC[C@H](C)N(C(=O)CN(C)C)C[C@@H]1C	0.7
C/C=C/c1ccc2c(c1)O[C@@H](CN(C)S(=O)(=O)c1ccc(F)cc1)[C@@H](C)CN([C@H](C)CO)S2(=O)=O	1.4
Cc1ccc(S(=O)(=O)N(C)C[C@@H]2Oc3c(NS(=O)(=O)c4ccc(Cl)cc4)cccc3C(=O)N([C@@H](C)CO)C[C@@H]2C)cc1	-0.2
CO[C@H]1CN(C)C(=O)c2ccc(NC(=O)Nc3cc(F)ccc3F)cc2OC[C@@H](C)NC[C@H]1C	0.5
COc1ccc(NC(=O)Nc2cccc3c2O[C@@H](CN(C)S(=O)(=O)c2ccc(C)cc2)[C@H](C)CN([C@H](C)CO)C3=O)cc1	0.3
Cc1ccccc1S(=O)(=O)N1[C@H](C#N)[C@@H](c2ccc(-c3ccc(F)cc3)cc2)[C@@H]1CO	1.2
C[C@H](CO)N1C[C@H](C)[C@H](CN(C)Cc2cccc(C(F)(F)F)c2)Oc2ncc(C#Cc3ccccc3)cc2C1=O	-1.1
COCCN(C[C@@H]1[C@@H](c2ccccc2)[C@H](CO)N1C(C)=O)C(=O)c1cccnc1	-2.5
Cc1ccc(S(=O)(=O)Nc2ccc3c(c2)C(=O)N([C@H](C)CO)C[C@@H](C)[C@H](CN(C)C(=O)Nc2c(C)noc2C)O3)cc1	-1.3
COc1cccc(-c2cn(CC[C@@H]3CC[C@H](NC(=O)CN(C)C)[C@@H](CO)O3)nn2)c1	-0.2
CC(C)CC#Cc1ccc2c(c1)O[C@@H](CN(C)C(=O)c1cnccn1)[C@@H](C)CN([C@@H](C)CO)S2(=O)=O	2.3
COc1cccc(CNC(=O)C[C@H]2CC[C@H](NS(=O)(=O)c3ccccc3OC)[C@H](CO)O2)c1	0.4
C[C@@H]1CN([C@@H](C)CO)C(=O)c2cccc(NC(=O)C3CC3)c2O[C@@H]1CN(C)S(C)(=O)=O	-3.1
O=C(C[C@H]1C=C[C@H](NC(=O)CC2CC2)[C@@H](CO)O1)NCc1ccc(-c2ccccc2)cc1	0.0
O=C(C[C@H]1CC[C@H]2[C@@H](COC[C@H](O)CN2Cc2ccc3c(c2)OCO3)O1)N1CCOCC1	-0.8
CO[C@H]1CN(C)C(=O)c2cc(NS(C)(=O)=O)ccc2OC[C@@H](C)N(CC2CCOCC2)C[C@H]1C	-0.2
C[C@@H]1CN([C@@H](C)CO)S(=O)(=O)c2ccc(C3=CCCCC3)cc2O[C@H]1CN(C)CC1CCCC1	-0.9

Gathered by group, the entries above with a CF3 group (5)
SMILES	TcdB GH inh
C[C@@H]1CN([C@@H](C)CO)C(=O)c2cccc(NC(=O)Nc3ccc(F)cc3)c2O[C@@H]1CN(C)C(=O)Nc1ccc(C(F)(F)F)cc1	-0.2
C[C@@H]1CN([C@H](C)CO)C(=O)Cc2cc(NC(=O)CCC(F)(F)F)ccc2O[C@@H]1CN(C)S(=O)(=O)c1cccs1	2.5
CO[C@H](CN(C)C(=O)C1CC1)[C@H](C)CN(C(=O)Nc1ccc(C(F)(F)F)cc1)[C@@H](C)CO	-2.3
C[C@H]1CN([C@@H](C)CO)C(=O)c2cccc(NC(=O)Nc3ccc(F)cc3)c2O[C@@H]1CN(C)Cc1ccc(C(F)(F)F)cc1	-0.2
C[C@H](CO)N1C[C@H](C)[C@H](CN(C)Cc2cccc(C(F)(F)F)c2)Oc2ncc(C#Cc3ccccc3)cc2C1=O	-1.1

(further entries)
SMILES	TcdB GH inh
CCCC#Cc1ccc2c(c1)O[C@@H](CN(C)C(=O)c1ccccc1)[C@@H](C)CN([C@@H](C)CO)S2(=O)=O	0.7
C[C@H]1CN([C@@H](C)CO)C(=O)Cc2cc(NC(=O)CCCN(C)C)ccc2O[C@H]1CN(C)Cc1ccc(Oc2ccccc2)cc1	0.4
CN(C)CC(=O)N1[C@@H](C#N)[C@@H](c2ccccc2-c2ccccc2F)[C@@H]1CO	0.4
C[C@H]1CN([C@@H](C)CO)C(=O)c2cc(/C=C/c3ccccc3)cnc2O[C@H]1CN(C)C(=O)NC1CCCCC1	0.7
CN1c2ccc(-c3ccccc3F)cc2[C@H]2[C@H](CCN2S(=O)(=O)c2ccccc2F)[C@@H]1CO	-0.8
CC(C)NC(=O)N(C)C[C@@H]1Oc2cc(Br)ccc2S(=O)(=O)N([C@@H](C)CO)C[C@@H]1C	0.3
COc1ccc2c3c(n(C)c2c1)[C@@H](CO)N(C(=O)Nc1c(C)noc1C)CC31CN(CC2CC2)C1	1.3

Assay outcomes: PubChem BioAssay, Broad Institute

These rows are one share of the data; rates above refer to the full screens.
